# Source: PubChem BioAssay (National Center for Advancing Translational Sciences (NCATS))
# Vif-APOBEC3G blk: inhibitors of Vif-APOBEC3G interaction; Q9HC16; HeLa A3G-eYFP + Vif (tagged APOBEC3G with the HIV-1 protein that degrades it), YFP fluorescence, overnight; Potency, µM (top dose mostly 46.1 µM), for inactives: top-dose activity, negative = active, hits mostly inhibitors; 410,000 tested, 0.076% active; AID 602310;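 note: potency is the fitted concentration of half-maximal effect; % is set by controls: 0 for no effect and ±100 for the full control effect; nearly all actives have a fitted effect of over 60% in size; hits raise eYFP signal because A3G escapes Vif-driven loss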
# Target sequence (Q9HC16 whole entry, looked up): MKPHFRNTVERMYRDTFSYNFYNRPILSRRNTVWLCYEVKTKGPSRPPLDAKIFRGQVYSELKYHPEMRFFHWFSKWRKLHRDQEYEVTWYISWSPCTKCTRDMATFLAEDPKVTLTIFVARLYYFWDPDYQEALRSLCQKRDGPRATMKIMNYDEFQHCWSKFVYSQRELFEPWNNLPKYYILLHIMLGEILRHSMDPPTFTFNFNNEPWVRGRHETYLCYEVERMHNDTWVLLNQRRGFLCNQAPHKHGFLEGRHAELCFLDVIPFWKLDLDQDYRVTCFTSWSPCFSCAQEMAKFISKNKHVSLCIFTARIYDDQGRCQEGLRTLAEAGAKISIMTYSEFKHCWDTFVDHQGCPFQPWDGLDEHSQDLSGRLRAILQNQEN
#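 Read-out is eYFP fluorescence (Ex 488/Em 500-530) from Vif-expressing HeLa A3G-eYFP cells; more signal means A3G escaped Vif-mediated degradation. Cells plated overnight, compound pinned in, incubated overnight at 37 deg C.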
# ALOX12 inh: blocks human arachidonate 12S-lipoxygenase; P18054; purified 12hLO, xylenol orange hydroperoxide absorbance; Potency, µM (top dose mostly 108 µM), for the others: top-dose activity change, negative = inhibition, usual class: inhibitors; 580,000 tested, 1.1% active; AID 1671190; note: potency is the fitted concentration of half-maximal effect; % is set by controls: 0 for no effect and ±100 for the full control effect
#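 Purified human 12hLO (150 nM final) in 25 mM Hepes, 0.01% Triton X-100, pH 7.0 was preincubated 15 min at room temperature with compound. Then 40 uM arachidonic acid was added, 30 min. Hydroperoxide was read by Fe-XO absorbance ratio 573/405 nm.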
# D2 agonist: activates the human D2 dopamine receptor; P14416; HEK293 T-REx D2 cells, calcium flux agonist mode; activation, % at 2 µM; 340,000 tested, 0.53% active; AID 485358;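 active = activation over 3 SD above normal in the single-dose calcium agonist read, cut at about 30% in these data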; note: 0% is about no effect
#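 HEK293 Trex D2 cells, tetracycline-induced, o/n 30 C 5% CO2; no-wash Ca dye, RT 30–90 min; 10-cycle baseline, 23 nl cpd added, kinetic Ca read 180 s; agonist hits = positive Ca response.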
# D2 antag: D2 dopamine receptor (human) antagonism; HEK293 TREx D2 cells, calcium flux, dopamine EC80; AID 485344; 340,000 tested, 2% active; P14416; inhibition, % at 10 µM; in the data active = inhibition above about 30%; note: 0% is about no effect
#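 Overnight-induced (tetracycline, 30 C) HEK293 T-REx cells carrying force-coupled D2 receive a no-wash calcium dye, then compound, then EC80 dopamine at 180 s; signals are read kinetically throughout.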
# Glioma ERSR ind: induces the endoplasmic reticulum stress response in human glioma cells; U87-MG GRP78 promoter luciferase reporter, 16 h; Potency, µM, inactives show at the top dose activation, usual class: activators; 420,000 tested, 0.02% active; AID 602332; note: potency is the fitted concentration of half-maximal effect; series mostly up to about 76 µM; % of control where 0% means no effect; nearly all actives have a fitted effect of over 35% in size
#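 Stably transfected U87-MG human glioma cells carrying a GRP78-based luminescent sensor were seeded at 1000 cells/well, pin-dosed with compounds and incubated 16 h. Luciferase reagent was then added, and end-point luminescence was read after 10 min at room temperature.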
# LDHA inh: inhibitors of human lactate dehydrogenase A | P00338 | purified LDHA, NADH/diaphorase-resazurin fluorescence; stronger effect = lower value | activity change, % (values are at about 110 or 230 µM) | 480,000 tested, 0.15% active; in the data active = activity change below about -30%; inconclusive = mostly about -25% to -30%;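 note: plate controls were DMSO wells for no effect and wells without enzyme for full effect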
#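 Human LDH5 at 2 nM final in Tris HCl pH 7.4 with 0.06 mM NADH and 0.2 mM pyruvate, reacted 5 minutes at room temperature. Remaining NADH coupled via diaphorase/resazurin; resorufin fluorescence read at 0 and 20 minutes, normalized to enzyme-free and DMSO wells.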
# Vif-APOBEC3F blk: blocks the Vif interaction with APOBEC3F; Potency, µM (doses to about 46.1 µM), without a hit: at the top dose activity, negative = active; HeLa A3F-eYFP + Vif (tagged APOBEC3F with the HIV-1 protein that degrades it), YFP fluorescence increase; 390,000 tested, 0.2% active; note: potency is the fitted concentration of half-maximal effect; % of control where 0% means no effect; nearly all actives have a fitted effect of over 65% in size
#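 HeLa cells stably expressing Vif plus C-terminally eYFP-tagged A3F were seeded, incubated overnight at 37 deg C, dosed with compound, incubated overnight again at 37 deg C. Yellow fluorescence (Ex 488/Em 500-530) reported blocked Vif-mediated A3F-eYFP degradation.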
# RGS4 inh: inhibitors of human regulator of G protein signaling 4. P49798. Potency, µM (series often up to 114 µM), without a hit: at the highest dose activity change, negative = inhibition, most hits filed as inhibitors. Transcreener GDP fluorescence polarization, RGS4-accelerated GTP hydrolysis. AID 504845. 390,000 tested, 0.039% active; note: potency is the fitted concentration of half-maximal effect; % is set by controls: 0 for no effect and ±100 for the full control effect; nearly all actives have a fitted effect of over 75% in size; some results filed as inactive show a strong effect at the top dose
# Target sequence (P49798 whole entry, looked up): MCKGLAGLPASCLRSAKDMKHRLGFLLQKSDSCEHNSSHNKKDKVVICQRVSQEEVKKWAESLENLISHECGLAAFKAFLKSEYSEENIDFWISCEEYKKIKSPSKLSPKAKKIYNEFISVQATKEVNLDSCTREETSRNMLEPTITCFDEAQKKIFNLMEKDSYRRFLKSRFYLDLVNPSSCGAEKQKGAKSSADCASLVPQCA
#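 MLSMR compounds (23 nl, pin-transferred) preincubated 10 min at room temperature with a 500nM (2x) first reagent, then RGS4 at 900nM (2x) plus Transcreener GDP mix added; fluorescence polarization (620/688 nm) read before and after 90 min at 30 °C.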
# ERG Ets-DNA blk: ERG Ets/DNA interaction inhibition | 370,000 tested, 0.028% active | AID 624246 | fluorescence polarization, His-ERG Ets domain / labelled DNA | Potency, µM (titrated, usually from 76.9 µM), for inactives: top-dose FP activity, negative = inhibition, actives largely listed as inhibitors; active = well fitted inhibition curve with a large enough effect in the polarisation, with a control signal flat; inconclusive = small, poorly fitted or top-dose-only effect, or effect the other way, or a change in a side signal; inactive = no such curve, though single readings can be large or run the other way; the % refers to the polarisation;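 note: polarization taken with two DNA probes labelled with fluorescein and Texas red; potency is the fitted concentration of half-maximal effect; % of control where 0% means no effect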
# Target sequence (P11308 whole entry, looked up, the tested form may be a part): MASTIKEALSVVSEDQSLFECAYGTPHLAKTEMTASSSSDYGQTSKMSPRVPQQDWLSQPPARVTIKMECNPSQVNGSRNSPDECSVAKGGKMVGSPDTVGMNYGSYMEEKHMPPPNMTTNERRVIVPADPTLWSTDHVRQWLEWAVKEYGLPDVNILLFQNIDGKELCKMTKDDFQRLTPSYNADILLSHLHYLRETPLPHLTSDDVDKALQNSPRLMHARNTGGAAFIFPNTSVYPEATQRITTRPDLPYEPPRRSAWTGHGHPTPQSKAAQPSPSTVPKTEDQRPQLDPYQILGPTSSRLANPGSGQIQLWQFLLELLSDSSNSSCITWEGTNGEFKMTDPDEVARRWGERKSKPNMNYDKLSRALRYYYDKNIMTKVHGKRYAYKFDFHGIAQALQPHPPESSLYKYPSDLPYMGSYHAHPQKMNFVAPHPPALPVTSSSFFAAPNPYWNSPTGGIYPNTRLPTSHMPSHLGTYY
#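 His-tagged ERG Ets domain (1 uM in the protein solution; 300mM KCl, 50mM Tris-HCl, 1mM EDTA, 1mM DTT, pH 7.5) received compound, then a probe mix of 5 nM fluorescein-DNA and 100nM Texas-615-DNA. Fluorescence polarization was read for both dyes.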
# An asterisk follows results filed as active; ? = inconclusive; . = not tested or not shown; & = joins results of further samples; [ ] = another dose, or the depositor's remark. Unless noted, calls come from the whole dose curve; as a rule, active = well fitted curve in the direction sought with a large enough effect; inconclusive = small, poorly fitted or top-dose-only effect, or another doubt; inactive = no such curve, though single readings can be large; an effect the other way counts as inactive or inconclusive.
cpd	Molecule	Vif-APOBEC3G blk	ALOX12 inh	D2 agonist	D2 antag	Glioma ERSR ind
1	COc1cccc(NC(=O)CSc2ccccn2)c1	-1.0%	?	0.1	13.0	5.7%
2	C[C@]12c3[nH]c4cc(-c5ccco5)ccc4c3CCN1C(=O)[C@@H](CC(=O)NCCN1CCOCC1)C[C@@H]2C(=O)N1CCOCC1	-1.5%	-14.5%	.	.	-3.9%
3	CC1(C)CC(=O)C(C=Nc2cccnc2/N=C/C2=C(O)CC(C)(C)CC2=O)=C(O)C1	?	-25.9%	4.4	10.9	-2.9%
4	Cc1noc(C)c1COc1ccccc1C(=O)NC(C)c1ccc(F)cc1 (stereo not drawn)	-0.2%	-9.1%	.	.	-2.3%
5	O=C(Nc1cc(Cl)cc(Cl)c1)C(NCCO)c1ccccc1 (stereo not drawn)	-0.5%	?	.	.	-1.8%
6	Cc1ccc(S(=O)(=O)N2CCOCC2)cc1NC(=O)CSc1nc2ccccc2c(=O)n1Cc1ccccc1	-0.6%	2.1%	0.6	1.5	-5.3%
7	Cc1ccc2c(c1)sc1nc(-c3cc4cc(Cl)ccc4oc3=O)cn12	4.2%	?	-0.3	.	-3.7%
8	Cc1ccc2oc(-c3cccc(NC(=O)Cc4ccc(Cl)cc4)c3)nc2c1	1.5%	0.0%	-0.6	.	0.8%
9	Cc1cccc(N2CCN(C(=O)c3ccccc3NC(=O)C3CC=CCC3C(=O)O)CC2)c1 (stereo not drawn)	0.9%	-0.3%	-0.1	-4.0	1.4%
10	Cc1ccc(C(=O)O)cc1NC(=S)NC(=O)Cc1ccccc1	1.7%	?	-1.1	1.1	3.3%

cpd	LDHA inh	Vif-APOBEC3F blk	RGS4 inh	ERG Ets-DNA blk
1	-1.3	-2.1%	-22.5%	-1.8%
2	-19.1	11.5%	-9.2%	-0.6%
3	3.3	4.5%	-29.0%	-3.8%
4	-0.4	4.5%	-14.5%	-4.8%
5	?	-0.5%	-7.3%	0.2%
6	-6.3	5.2%	0.8%	11.9%
7	-9.0	0.5%	-1.1%	-7.0%
8	2.9	-1.1%	-31.6%	3.2%
9	2.4	3.1%	27.0%	-2.8%
10	-3.0	-12.3%	1.0%	-0.8%

# (further entries)
cpd	Molecule	Vif-APOBEC3G blk	ALOX12 inh	D2 agonist	D2 antag	Glioma ERSR ind
11	CCOC(=O)c1cnc(SC2CC(=O)N(c3cccc(OC)c3)C2=O)nc1N (stereo not drawn)	3.5%	-0.9%	-0.6	2.9	-2.2%
12	Cc1cc(NC(=O)/C=C/c2ccccc2)c(C(C)C)cc1O	-3.5%	-10.9%	-1.1	-9.3	1.6%
13	COc1ccc(OC)c(-n2c(SCC(C)=O)nnc2-c2cccc(S(=O)(=O)N(C)C)c2)c1	-0.9%	40.5%[activator]	-2.0	-3.4	2.9%
14	Cn1c(=O)c(=O)n(C)c2cc(S(=O)(=O)N3CCCC3C(=O)Nc3cccc(F)c3)ccc21 (stereo not drawn)	-5.0%	-12.9%	.	.	-3.3%
15	CC(=O)c1sc2nc(-c3ccccc3)cc(C)c2c1N	2.0%	?	0.1	5.8	6.8%
16	O=C1C(C=NCC2CCCO2)=C(O)c2ccccc21 (stereo not drawn)	1.2%	4.1%	0.8	12.2	-1.0%
17	Cc1nonc1CC(=O)NC1CCCc2c1cnn2-c1ccc(F)cc1F (stereo not drawn)	6.5%	12.9%	0.7	6.4	-0.2%
18	COc1ccc(/C=N/c2nc3ccccc3n2CCN2CCCCC2)cc1OC	-0.1%	11.8%	-1.1	-3.8	-2.2%
19	CCN(C(=O)COC(=O)c1cccn1C)C1CCS(=O)(=O)C1 (stereo not drawn)	-4.6%	3.2%	0.1	-17.3	-0.2%
20	O=C(COC(=O)c1cccs1)Nc1ccccc1[N+](=O)[O-]	-3.9%	-2.0%	-0.1	-18.4	-1.8%

cpd	LDHA inh	Vif-APOBEC3F blk	RGS4 inh	ERG Ets-DNA blk
11	-0.9	-6.4%	-6.6%	-4.0%
12	-1.5	5.1%	2.8%	-3.8%
13	1.6	-1.4%	18.7%	-2.8%
14	-0.1	-7.5%	-3.5%	1.8%
15	-10.9	5.8%	6.3%	-0.1%
16	3.2	-1.0%	-16.5%	3.9%
17	1.1	-6.6%	9.0%	-0.8%
18	-5.0	-3.5%	-3.8%	-10.8%
19	-0.7	-8.2%	1.4%	2.9%
20	1.0	5.1%	9.1%	14.1%

# The list goes on:
cpd	Molecule	Vif-APOBEC3G blk	ALOX12 inh	D2 agonist	D2 antag	Glioma ERSR ind
21	CCN1C(=NCCc2ccccn2)N[C@@H](c2cccc(C(F)(F)F)c2)C(C(=O)OC)=C1C	2.8%&1.7%	-8.7%	.	.	-0.5%&-5.1%
22	CCn1nc(C(=O)NCC2COc3ccccc3O2)c2ccccc2c1=O (stereo not drawn)	-9.6%	13.1%&3.6%	-1.7	-12.6	-7.2%
23	O=C(N/C(=C/c1cccc([N+](=O)[O-])c1)C(=O)N1CCCCC1)c1cccs1	-0.2%	-26.3%	-2.9	-15.9	-2.1%
24	Oc1ccc(-c2csc(Nc3cccc4ccccc34)n2)cc1O	-8.3%	12.6µM*	1.4	-6.5	12.2%
25	CN(C/C=C/C#CC(C)(C)C)Cc1cccc2ccccc12	-1.4%	7.8%	.	.	-0.6%&-6.2%&-5.2%
26	N#CC1(NC(=O)CSc2nnc3n2CCCCC3)CCCCC1	1.9%	-11.1%	.	.	-2.5%
27	c1ccc(-c2cc(-c3nn4c(-c5ccco5)nnc4s3)c3ccccc3n2)cc1	-0.6%	.	-0.6	8.8	-3.3%
28	Oc1c(C(c2ccccc2)N2CCN(Cc3ccccc3)CC2)sc2ncnn12 (stereo not drawn)	3.2%	11.7%	1.5	-10.2	-1.7%
29	COc1cc(NC(=O)COC(=O)c2n[nH]c3ccccc23)c(C)cc1[N+](=O)[O-]	-7.2%	-7.5%	1.4	-1.3	-2.2%
30	O=C(Nc1ncccc1O)c1ccc2ccccc2c1	-5.2%	.	0.0	-3.6	-14.7%

cpd	LDHA inh	Vif-APOBEC3F blk	RGS4 inh	ERG Ets-DNA blk
21	-4.7&-5.1	5.0%	5.7%	1.9%
22	-1.1&-5.8	-10.7%	16.5%	10.1%
23	-3.6	-14.5%	-12.5%	1.9%
24	4.6	-0.1%	?	?
25	-4.4	2.3%	-23.0%	7.9%
26	-1.1	3.8%	-7.1%	8.7%
27	0.1	1.2%	-29.0%	5.7%
28	-6.7	-4.2%	13.5%	1.2%
29	0.6	-4.3%	-24.9%	-3.3%
30	1.3	3.0%	-2.9%	9.9%

# Ordered by the number under ERG Ets-DNA blk (descending): 3 of the compounds above
item	SMILES	Vif-APOBEC3G blk	ALOX12 inh	D2 antag	RGS4 inh	ERG Ets-DNA blk
22	CCn1nc(C(=O)NCC2COc3ccccc3O2)c2ccccc2c1=O (stereo not drawn)	-9.6%	13.1%&3.6%	-12.6	16.5%	10.1%
30	O=C(Nc1ncccc1O)c1ccc2ccccc2c1	-5.2%	.	-3.6	-2.9%	9.9%
23	O=C(N/C(=C/c1cccc([N+](=O)[O-])c1)C(=O)N1CCCCC1)c1cccs1	-0.2%	-26.3%	-15.9	-12.5%	1.9%

# Continued.
cpd	Molecule	Vif-APOBEC3G blk	ALOX12 inh	D2 agonist	D2 antag	Glioma ERSR ind
31	CN(C)C1=NCCN1CCC1CCCC1	0.5%	1.1%	-0.5	2.0	-3.6%
32	CCN(CC)C(=O)c1sc2nc(Cc3ccccc3)[nH]c(=O)c2c1C	0.2%	-8.3%	-0.1	5.1	-4.4%
33	Cn1c(CC(=O)Nc2ccccc2)nnc1SCCOc1ccccc1	1.9%	106.6%[activator]	1.0	-2.2	-0.7%
34	Cc1nc(N)nc(N)c1CCCc1ccc(Cl)c(Cl)c1	-2.4%	445.1%[activator]	.	.	-9.1%
35	COc1ccccc1NCCC(=O)OCC(=O)NC1CC1	-0.9%	-15.0%	-1.2	8.8	-3.3%
36	Cc1nn(CC(=O)NCc2ccccc2)c(=O)c2cccn12	0.5%	-0.1%	0.6	-8.1	0.6%
37	CCCCCC(=O)c1ccc(O)cc1O	-1.1%	-22.5%	-0.3	4.5	1.9%
38	C/C(Cl)=C\Cn1c(N2CCCCCC2)nc2c1c(=O)n(C)c(=O)n2C	1.4%	0.0%	-0.9	19.5	-0.6%
39	CCOc1ccc(-n2c(SCC)nc3c(c2=O)SCC3)cc1	-0.5%	1.1%	0.6	-1.4	-5.1%
40	Cc1ccc(CNC(=O)Cn2cnc(S(=O)(=O)N3CCCCC3)c2)o1	2.8%	22.3%	0.2	0.5	0.0%

cpd	LDHA inh	Vif-APOBEC3F blk	RGS4 inh	ERG Ets-DNA blk
31	-4.0	0.9%	-3.3%	2.9%
32	-2.4	-5.0%	?	0.3%
33	-1.6	-12.0%	16.2%	-18.8%
34	-4.1	3.8%	-1.7%	-13.2%
35	2.5	1.1%	-17.1%	-3.2%
36	0.0	10.1%	-10.7%	-4.0%
37	2.6	-19.1%	17.4%	-2.1%
38	0.0	2.3%	33.0%	-4.8%
39	-4.4	-3.9%	-12.6%	1.1%
40	-6.2	10.1%	-3.9%	-5.0%

# Only part of the results is shown; the hit share may differ from the screen's.
